bovine MsrA act: bovine MsrA enzyme activators, primary screen, biochemical, absorbance, HTS | Methionine sulfoxide reductase A (Bos taurus) | purified bovine MsrA, absorbance read-out | activation, % at 10.6 µM | actives 0.3% (n = 360,000) | AID 602163, 2012; in the data active means activation above about 7.5%;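 further: 0% = vehicle and 100% = reference activator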
FAS TE block: FAS thioesterase domain inhibitors, primary screen, biochemical, fluorescence intensity, uHTS; recombinant FAS-TE, OMFH fluorogenic substrate, fluorescence endpoint; inhibition, % at 15 µM; actives 0.67% (n = 360,000); Fatty acid synthase (Homo sapiens), P49327;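 active means compounds whose normalised, plate-corrected inhibition of enzyme fluorescence in the single-dose primary screen is 50% or more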;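 further: 0% = DMSO with enzyme and 100% = substrate without enzyme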
CSN inh: inhibitors of CSN-mediated cullin deneddylation, primary screen, biochemical, fluorescence polarization, uHTS | COP9 signalosome complex subunit 5 (Homo sapiens), Q92905 | Purified CSN, SCF-Nedd8-OG deneddylation | inhibition, % at 12.5 µM | actives 0.38% (n = 360,000) | AID 651999, 2013;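 active means pattern-corrected inhibition above about 35%, with an unprinted fluorescence ratio check between 0.5 and 1.5, limit read from the data, passing the limit was not always enough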;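 further: 0% = enzyme with substrate and 100% = substrate without enzyme; some results filed as inactive read as strong as hits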
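Schedule: reaction 90 min, room temperature / Assay system: HEK293T-derived human Csn5 enzyme / Input: Csn5 at 0.24 nM final / Measure: inhibition of Csn5 cleavage, % / Control set: substrate-only high control, full reaction low control / Technique: fluorescence polarization of the substrate / Buffer or medium: Tris/NaCl/DTT buffer, pH 7.5 / Reagent: SCFSkp2-Nedd8OG substrate at 10 nM final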
PABP1 MLLE inh: inhibitors of PABP1 MLLE–PAM2 peptide binding, primary screen, biochemical, fluorescence polarization, FITC-PAM2, GST-MLLE | Polyadenylate-binding protein 1 (Homo sapiens), P11940 | inhibition, % at 20 µM | actives 0.36% (n = 360,000); in the data active means inhibition above about 35%, passing the limit was not always enough;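 further: plate controls were DMSO wells with GST-MLLE for no effect and wells lacking GST-MLLE protein for full effect; some results filed as inactive read as strong as hits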
MsrA inhibitor: bovine MsrA enzyme inhibitors, primary screen, biochemical, absorbance, HTS; Methionine sulfoxide reductase A (Bos taurus); purified bovine MsrA, absorbance read-out; inhibition, % at 15.5 µM; actives 0.75% (n = 360,000); in the data active means inhibition above about 4.5%;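 further: 0% = vehicle wells with enzyme and 100% = reference inhibitor wells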
Rin1 Abl inh: inhibitors of Rin1-Abl protein binding, primary screen, biochemical, TR-FRET. Tyrosine-protein kinase ABL1 (Homo sapiens) + Ras and Rab interactor 1 (Homo sapiens), …. inhibition, % at 7.35 µM. actives 0.4% (n = 360,000); in the data active means inhibition above about 5%, passing the limit was not always enough
Target sequence (P00519 whole entry, looked up): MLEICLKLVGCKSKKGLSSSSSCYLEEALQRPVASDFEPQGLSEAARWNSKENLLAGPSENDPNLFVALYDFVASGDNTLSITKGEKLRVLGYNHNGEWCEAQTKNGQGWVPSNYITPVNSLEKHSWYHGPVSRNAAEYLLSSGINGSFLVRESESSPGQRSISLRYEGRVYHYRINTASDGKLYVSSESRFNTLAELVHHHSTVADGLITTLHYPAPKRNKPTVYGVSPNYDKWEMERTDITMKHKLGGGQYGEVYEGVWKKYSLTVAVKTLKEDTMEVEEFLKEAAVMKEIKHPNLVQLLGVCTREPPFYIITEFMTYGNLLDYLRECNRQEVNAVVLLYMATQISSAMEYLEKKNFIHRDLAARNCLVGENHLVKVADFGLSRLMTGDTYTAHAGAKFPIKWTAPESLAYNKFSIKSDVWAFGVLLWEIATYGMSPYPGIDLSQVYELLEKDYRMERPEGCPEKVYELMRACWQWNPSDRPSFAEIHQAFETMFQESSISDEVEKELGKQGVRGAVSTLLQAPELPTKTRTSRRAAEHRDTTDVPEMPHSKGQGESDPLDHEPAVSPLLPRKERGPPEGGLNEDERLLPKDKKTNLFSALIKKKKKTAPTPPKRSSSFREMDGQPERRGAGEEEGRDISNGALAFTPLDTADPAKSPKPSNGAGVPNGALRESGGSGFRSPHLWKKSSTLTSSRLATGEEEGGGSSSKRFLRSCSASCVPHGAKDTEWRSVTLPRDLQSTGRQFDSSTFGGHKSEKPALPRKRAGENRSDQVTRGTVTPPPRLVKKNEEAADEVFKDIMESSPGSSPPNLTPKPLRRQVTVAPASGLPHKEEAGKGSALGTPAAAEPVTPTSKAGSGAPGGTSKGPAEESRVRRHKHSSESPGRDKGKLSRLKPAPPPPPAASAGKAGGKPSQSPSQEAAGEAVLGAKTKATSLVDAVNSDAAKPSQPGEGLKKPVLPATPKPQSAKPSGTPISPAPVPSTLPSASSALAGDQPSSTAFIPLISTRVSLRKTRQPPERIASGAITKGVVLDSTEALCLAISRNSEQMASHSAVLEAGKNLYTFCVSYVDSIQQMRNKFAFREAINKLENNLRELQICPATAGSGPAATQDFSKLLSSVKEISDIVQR
Target sequence (Q13671 whole entry, looked up): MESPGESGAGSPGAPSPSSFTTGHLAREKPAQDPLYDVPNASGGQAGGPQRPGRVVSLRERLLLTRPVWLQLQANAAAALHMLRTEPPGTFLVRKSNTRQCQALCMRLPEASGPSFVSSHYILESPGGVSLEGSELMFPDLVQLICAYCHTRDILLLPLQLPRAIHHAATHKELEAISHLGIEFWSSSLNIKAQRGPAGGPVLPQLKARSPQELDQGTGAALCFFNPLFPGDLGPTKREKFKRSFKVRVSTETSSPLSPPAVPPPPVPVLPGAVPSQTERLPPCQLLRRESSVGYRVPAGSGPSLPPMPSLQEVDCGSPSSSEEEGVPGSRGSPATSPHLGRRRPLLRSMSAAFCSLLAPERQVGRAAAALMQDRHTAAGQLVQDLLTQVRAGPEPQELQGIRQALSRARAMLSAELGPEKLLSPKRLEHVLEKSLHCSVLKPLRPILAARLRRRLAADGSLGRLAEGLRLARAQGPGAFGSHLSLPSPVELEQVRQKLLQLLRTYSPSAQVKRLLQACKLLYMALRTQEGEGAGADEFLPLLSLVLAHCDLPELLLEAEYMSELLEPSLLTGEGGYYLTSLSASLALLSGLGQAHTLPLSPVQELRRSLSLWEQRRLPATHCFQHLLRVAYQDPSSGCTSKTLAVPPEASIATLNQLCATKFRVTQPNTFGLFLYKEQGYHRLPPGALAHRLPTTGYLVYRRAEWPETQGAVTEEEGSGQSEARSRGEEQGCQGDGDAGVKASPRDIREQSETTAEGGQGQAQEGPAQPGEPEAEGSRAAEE
MT1-MMP act inh: blockers of MT1-MMP proenzyme processing, primary screen, HT1080 RFP-PRO-GFP cells, GFP/RFP fluorescence; Matrix metalloproteinase-14 (Homo sapiens), P50281; GFP/RFP ratio fluorescence, overnight; percent of plate control window, DMSO zero; GFP/RFP ratio change, % at 20 µM; actives 0.061% (n = 360,000); AID 651647, 2012;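 active means GFP/RFP ratio change of at least 30% with cell ATP level not reduced by more than half and red fluorescence within 50% of control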; further: strong numbers were not always called active
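Assay system – RFP-PRO-GFP reporter HT1080 cells · Compound dosing – single dose of 20 µM compound, 1% DMSO final · Incubation – overnight compound exposure at 37 °C · Measure – GFP/RFP fluorescence ratio · Benchmarks – DMSO wells and RFP-L50D-GFP cells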
eLon inh: inhibitors of E. coli Lon protease, primary screen, biochemical, fluorescence polarization | P0A9M0 | purified E. coli Lon protease | inhibition, % at 7.94 µM | actives 0.42% (n = 360,000) | AID 602123, 2011; in the data active means inhibition above about 13%, passing the limit was not always enough;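 further: 0% = enzyme with probe and DMSO and 100% = no enzyme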
Rpn11 block: Rpn11 (PSMD14) deubiquitinase inhibitors, primary screen, biochemical, fluorescence polarization, uHTS. 26S proteasome non-ATPase regulatory subunit 14 (Homo sapiens), O00487. human 26S proteasome, Ub4-pepOG fluorescence polarization; 20S core pre-blocked with epoxomicin. calls only at 20 µM. actives 0.59% (n = 360,000). AID 588493, 2011;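 active means inhibition at 20 µM, scaled to each plate's controls, above about 33%, limit read from the data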
Active calls of the source: *; i = inactive; . = not tested or not shown. Compounds as they come; 3.7% or so of the library scored in one or more.

Sample of the layout (nine entries):
Values run as follows: bovine MsrA act	FAS TE block	CSN inh	PABP1 MLLE inh	MsrA inhibitor	Rin1 Abl inh	MT1-MMP act inh	eLon inh	Rpn11 block
[1] CC1=C(C(=O)Nc2cccnc2)C(c2ccc(C(C)C)cc2)n2ncnc2N1 (stereo not given)
 : 1	-1	2	-4	0.1	-3	0	-3	i
[2] CC(C)(C)[C@@H]1C=C(C(=O)O)O[C@H](OCc2ccc(CO)cc2)C1
 : 1	-12	-2	-11	1.2	-2	-1	-4	i
[3] CCCCN1C(=O)C(=O)N(CC(=O)Nc2cc(Cl)ccc2OC)C1=O
 : -9	2	-5	3	1.0	0	9	6	i
[4] CC(=O)Nc1ccc(S(=O)(=O)Nc2ccc3c(c2)OCCO3)cc1
 : -4	-2	0	-14	.	1	0	4	i
[5] Nc1nc(-c2ccc3c(c2)CCCC3)cs1
 : -2	3	-4	26	0.5	-3	3	-1	i
[6] CCc1ccc(N2CC(C(=O)NCC(C)(C)N3CCOCC3)CC2=O)cc1 (stereo not given)
 : -1	-2	-1	21	-0.1	1	0	-12	i
[7] CCCCN1C(=O)CCC(C(=O)O)C1c1ccc(OC)cc1 (stereo not given)
 : -3	-8	2	0	-0.2	-3	2	-4	i
[8] Cc1cc(=O)[nH]c(N/N=C/c2ccc3c(c2)OCCO3)n1
 : -4	-4	-2	-15	2.5	-6	-2	7	i
[9] CCOC(=O)Cc1c(Cl)c2ccccc2[nH]c1=O
 : 0	-4	-5	-4	4.3	1	1	-6	i

All compounds of this part, from the start:
Values run as follows: bovine MsrA act	FAS TE block	CSN inh	PABP1 MLLE inh	MsrA inhibitor	Rin1 Abl inh	MT1-MMP act inh	eLon inh	Rpn11 block
[1] CC1=C(C(=O)Nc2cccnc2)C(c2ccc(C(C)C)cc2)n2ncnc2N1 (stereo not given)
 : 1	-1	2	-4	0.1	-3	0	-3	i
[2] CC(C)(C)[C@@H]1C=C(C(=O)O)O[C@H](OCc2ccc(CO)cc2)C1
 : 1	-12	-2	-11	1.2	-2	-1	-4	i
[3] CCCCN1C(=O)C(=O)N(CC(=O)Nc2cc(Cl)ccc2OC)C1=O
 : -9	2	-5	3	1.0	0	9	6	i
[4] CC(=O)Nc1ccc(S(=O)(=O)Nc2ccc3c(c2)OCCO3)cc1
 : -4	-2	0	-14	.	1	0	4	i
[5] Nc1nc(-c2ccc3c(c2)CCCC3)cs1
 : -2	3	-4	26	0.5	-3	3	-1	i
[6] CCc1ccc(N2CC(C(=O)NCC(C)(C)N3CCOCC3)CC2=O)cc1 (stereo not given)
 : -1	-2	-1	21	-0.1	1	0	-12	i
[7] CCCCN1C(=O)CCC(C(=O)O)C1c1ccc(OC)cc1 (stereo not given)
 : -3	-8	2	0	-0.2	-3	2	-4	i
[8] Cc1cc(=O)[nH]c(N/N=C/c2ccc3c(c2)OCCO3)n1
 : -4	-4	-2	-15	2.5	-6	-2	7	i
[9] CCOC(=O)Cc1c(Cl)c2ccccc2[nH]c1=O
 : 0	-4	-5	-4	4.3	1	1	-6	i
[10] COc1cc(SC)ccc1C(=O)Nc1ccc(OCC(=O)N2CCOCC2)cc1
 : -2	0	-4	13	0.2	3	1	2	i
[11] COC(=O)Cc1cc(=O)[nH]c(/N=C(\N)Nc2ccc(C)cc2C)n1
 : -1	-7	-2	-6	-0.3	0	1	-9	i
[12] O=C(COC(=O)CCS(=O)(=O)c1ccccc1)NNC(=O)c1ccc([N+](=O)[O-])cc1
 : -2	3	-1	2	0.1	1	2	9	i
[13] CC#CCN1c2ccccc2[C@]23C[C@@H](C(=O)OC)N(C(=O)OCC)C2=NC(C(=O)OC)=C(C(=O)OC)[C@H]13
 : -1	-8	-1	11	0.8	4	-1	-28	i
[14] O=C(O)c1cccc(S(=O)(=O)Nc2ccccc2Oc2ccccc2)c1
 : -1	-8	-7	7	0.4	-4	0	1	i
[15] O=C(Nc1ccccc1)c1ccc[nH]1
 : -2	-10	-1	6	3.7	4	3	-4	i
[16] CC(C)(C)c1ccc(CC(=O)N2CCC2(C)C(=O)NS(=O)(=O)c2cccc(C#N)c2)cc1 (stereo not given)
 : -2	-13	-1	-1	2.5	-5	3	-17	i
[17] O=S(=O)(c1ccccc1)N1CCc2ccccc21
 : -3	-2	1	1	0.6	2	1	3	i
[18] Cc1cccc(C(C)n2nnc3ccccc32)c1O (stereo not given)
 : -2	-24	-3	2	-0.3	3	6	-3	i
[19] Cc1cc(NC(=O)CC(C)C)c(=O)n(Cc2cccc(F)c2)c1
 : -3	2	6	-10	-0.3	1	-2	-7	i
[20] Cc1ccccc1NC(=O)C(C)c1cccc(C(=O)c2ccccc2)c1 (stereo not given)
 : -1	9	2	7	2.5	3	-1	0	i
[21] CC1CN(c2snnc2C=C2C(=O)OC(C)(C)OC2=O)CC(C)O1 (stereo not given)
 : -3	-6	8	23	-1.0	0	-5	-5	i
[22] Cc1ccc(NC(=O)c2cc(F)c(F)cc2Cl)nc1
 : -1	-4	-2	7	0.8	3	2	1	i
[23] O=S(=O)(CCSc1nc2ccccc2o1)Cc1ccccc1
 : -1	10	-2	-7	0.6	-2	1	6	i
[24] CCOc1ccc(NC(=O)C2CC(=O)N(CCc3ccc(OC)c(OC)c3)C2)cc1OCC (stereo not given)
 : 0	-4	0	-4	-0.2	6	2	-8	i
[25] Cc1ccc(C(=O)c2cn(-c3ccc(F)c(Cl)c3)nn2)cc1
 : -13	-10	0	-5	-0.6	-2	0	0	i
[26] Cn1c(COc2ccc(Cl)cc2)nnc1SCC(=O)NC1CCCC1
 : -2	-1	1	6	-0.5	6	-3	-5	i
[27] C[C@H](CO)N1C[C@H](C)[C@@H](CN(C)Cc2ccc(C(=O)O)cc2)Oc2c(NS(=O)(=O)c3cn(C)cn3)cccc2C1=O
 : -5	-13	-2	2	-0.6	3	-2	-4	i
[28] CCCNC(=O)CCCN1C(=O)c2ccccc2Sc2ncccc21
 : 0	-4	-1	-2	-2.1	0	5	0	i
[29] CC(C)CNC(CC(=O)Nc1cccc([N+](=O)[O-])c1)C(=O)O (stereo not given)
 : -3	-12	-2	0	-0.2	-3	1	-10	i
[30] O=C(NCC1CCCO1)c1cc(C(=O)C2CC2)c[nH]1 (stereo not given)
 : 0	-7	5	4	0.9	4	4	2	i
[31] CC(C)CC1(C)NC(=O)N(CC(=O)Nc2ccc3c(c2)OCCO3)C1=O (stereo not given)
 : -14	0	-1	-32	0.5	-1	-2	-1	i
[32] COc1ccc(NC(=O)Nc2ccc3c(c2)C(=O)N([C@H](C)CO)C[C@H](C)[C@@H](CN(C)C(=O)NC2CCCCC2)O3)cc1
 : -1	-6	-1	8	0.3	-3	5	3	i
[33] CN(C(=O)COC(=O)c1ccc(=O)n(Cc2ccccc2)n1)c1ccccc1
 : -1	0	-7	-5	1.0	2	-2	0	i
[34] O=C(C[C@H]1C/C=C\C[C@H](Cc2ccc(F)cc2)C(=O)O[C@@H](c2ccccc2)CNC1=O)NCCO
 : -2	-5	-4	2	0.4	3	-1	-1	i
[35] C/C(Cc1ccccc1)=N\NC(=O)c1cc(C(C)(C)C)[nH]n1
 : -4	-8	1	6	-1.0	1	0	9	i
[36] Cc1noc(C)c1S(=O)(=O)N(C)C[C@H]1OCCCC[C@@H](C)Oc2ccc(NC(=O)CCCN(C)C)cc2C(=O)N([C@H](C)CO)C[C@@H]1C
 : -3	-10	1	0	-0.7	1	2	-4	i
[37] Cc1ccccc1Cn1c(-c2cncs2)nc2ccccc21
 : -2	10	2	-3	0.6	1	5	-1	i
[38] Cc1nc2ccccc2n1CCc1ccccc1
 : -3	-2	1	-6	-0.2	0	-1	-1	i
[39] CN(C(=O)COc1ccc(Cl)cc1)C1(C)CCS(=O)(=O)C1 (stereo not given)
 : -3	-10	1	4	1.0	1	3	9	i
[40] Cc1ccc([C@H]2C[C@@H](n3cc(C4CC4)nn3)[C@H](O)CN2C(=O)c2cccs2)cc1
 : -11	-11	1	0	0.7	1	4	-2	i
[41] Nc1nonc1-n1nnc(C(=O)N/N=C/C2CCCCC2)c1-c1ccccc1
 : -1	-2	0	15	1.0	-1	0	-6	i
[42] CCOC(=O)N1CCN(C(=O)c2ccccc2Oc2ccccc2)CC1
 : -2	-5	-4	2	0.9	0	2	-2	i
[43] COc1cc(OC)cc(C(=O)Nc2ccccc2-c2nnn(CC(N)=O)n2)c1
 : -3	-3	-1	0	0.5	-2	4	2	i
[44] CC(Sc1nnc(-c2ccccc2)c(-c2ccccc2)n1)C(=O)Nc1ncc(Cl)cc1Cl (stereo not given)
 : -3	24	-7	-6	0.8	3	-1	6	i
[45] Cc1cc(Br)ccc1NC(=O)C1C2CCC(O2)C1C(=O)O (stereo not given)
 : -3	-7	-3	0	-1.1	0	4	-7	i
[46] COc1ccccc1/C=C/C=N/N1CCN(Cc2ccc(Cl)cc2)CC1
 : -1	25	-3	16	0.8	-3	4	2	i
[47] Nc1nc(SCc2ccc(Br)cc2)n[nH]1
 : -2	-8	5	-4	0.3	2	1	5	i
[48] Cc1ccc(CN2CCNC(=O)C2CC(=O)N(C)Cc2cnccn2)cc1 (stereo not given)
 : -6	-8	-1	5	-1.2	2	-2	-3	i
[49] C=CCNCCCCOc1ccc(OCC)cc1
 : -2	-7	2	-4	-1.4	0	5	-4	i
